Screening results from PubChem BioAssay.
TRPC6 inh – mouse TRPC6 channel inhibitors, primary screen, cell-based, HEK293, membrane potential dye. Short transient receptor potential channel 6 (Mus musculus), Q61143. ACh-evoked depolarization; active compounds read low. B-score at 10 µM. 310,000 tested, 1.1% active;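 active = B-score under library mean minus 3 SD, initial fluorescence not abnormally high, positive integrated signal ratio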;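 also: B-score derived from integrated fluorescence ratio over the kinetic read; more negative B-score means stronger inhibition of depolarization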
Platelet DG rel – inhibitors of platelet dense granule secretion, primary screen, cell-based, MLPCN, human platelets; human platelet-rich plasma, SFLLRN dense granule ATP release, luminescence; inhibition, %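 (compounds screened at 7.5 µM in platelet-rich plasma)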; 300,000 tested, 0.22% active;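 active = mean replicate score, as percent of positive control, at or above 50; inconclusive = mean below 50 but at least one replicate at or above 50; inactive = mean and every replicate below 50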
MrgX1 antag – antagonists of human MrgX1 receptor, primary screen, HEK293 cells, Fluo-4 calcium flux | Mas-related G-protein coupled receptor member X1 (Homo sapiens), Q96LB2 | BAM8-22 antagonism; active compounds read low | B-score at 10 µM | 310,000 tested, 1.3% active;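 active = calcium-response B-score plate-corrected more than 3 library SD below zero, starting fluorescence within 5 deviations, no agonist response on first addition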;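 also: peak minus trough fluorescence over baseline after final BAM8-22 challenge near maximal dose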
RGS4 pot – RGS4 potentiators or activators, primary screen, cell-based, HEK293 M3R inducible RGS4, calcium flux. carbachol calcium flux Fluo4; active compounds read low. B-score at 10 µM. 310,000 tested, 0.92% active;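 active = B-score of the integrated calcium signal more than 4 SD below the library mean, with starting fluorescence not abnormally high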;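 also: negative B-score means reduced calcium response which marks RGS4 activation or potentiation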
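Material: M3R-expressing HEK293 line, RGS4 induced by doxycycline | Schedule: Overnight RGS4 induction, 30 min dye load 37 °C, 20 min compound RT | Measured by: Fluo4 fluorescence kinetic imaging of calcium | Read-out: Integrated calcium ratio converted to B score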
HIF activator – HIF pathway transcriptional activators, primary screen, cell-based, U2OS HRE-luciferase, luminescence; U2OS HRE-luciferase reporter; normalized: DMSO 0%, desferrioxamine 100%; activation, % at 7.5 µM (by protocol); 300,000 tested, 0.32% active;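 active = mean activation of at least 10% of the iron chelator positive control signal, with at least half of replicates also reaching 10%; inconclusive = mean and replicate majority disagree about reaching 10%; inactive = mean and most replicates under 10%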
RGS4 inh – RGS4 inhibitors, primary screen, cell-based, HEK293 M3R inducible RGS4, calcium flux; B-score at 10 µM; 310,000 tested, 0.45% active; Fluo-4 calcium flux; active compounds read high; triggered by carbachol at its EC20; Regulator of G-protein signaling 4 (Homo sapiens), P49798; AID 463165, 2010;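 active = B-score, a plate-corrected calcium signal, over three deviations above library mean, with baseline fluorescence within five deviations of library mean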;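 also: RGS4 expression induced by doxycycline in cells with stable M3 receptor; B-score is computed from the integrated fluorescence ratio over baseline after carbachol; higher B-score means a larger calcium signal and so more RGS4 inhibition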
MrgX1 allo act – positive allosteric modulators of MrgX1, primary screen, HEK293 cells, Fluo-4 calcium flux; Mas-related G-protein coupled receptor member X1 (Homo sapiens), Q96LB2; FDSS; active compounds read high; B-score at 10 µM; 310,000 tested, 0.63% active; AID 588675, 2011;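 active = plate-corrected calcium response at least 3 library SD above typical, normal starting fluorescence, not activating the receptor alone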;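 also: compound read alongside a low EC10 to EC30 dose of BAM8-22 agonist; peak minus trough fluorescence over baseline measured at the second addition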
MrgX1 agonist – agonists of human MrgX1 receptor, primary screen, HEK293 cells, Fluo-4 calcium flux; Fluo-4 calcium fluorescence, agonist mode; active compounds read high; B-score at 10 µM; 310,000 tested, 0.44% active;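 active = calcium response B-score plate-corrected fluorescence ratio at least 3 library SD, with starting fluorescence B-score inside 5 SD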
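System: HEK293 cells stably expressing human MrgX1 receptor; Dosing: test compound in the initial addition of three; Schedule: overnight plating, then 30 min 37 °C plus 30 min room-temperature dye loading; Detection: kinetic calcium dye fluorescence, Fluo-4 NW; Controls: per-plate positive and negative controls for Z′ factor.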
TRPC4 inh – inhibitors of mouse TRPC4 channel, primary screen, Fluo4 calcium, HEK293 TRPC4beta/mu-opioid cells; Short transient receptor potential channel 4 (Mus musculus), Q9QUQ5; DAMGO-evoked Fluo4 calcium flux; active compounds read low; B-score at 10 µM; 300,000 tested, 0.39% active; AID 2247, 2010;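 active = B-score over 3 SD under the library average, no early fluorescence shift, positive overall ratio signal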
Target sequence (Q9QUQ5 whole entry, looked up): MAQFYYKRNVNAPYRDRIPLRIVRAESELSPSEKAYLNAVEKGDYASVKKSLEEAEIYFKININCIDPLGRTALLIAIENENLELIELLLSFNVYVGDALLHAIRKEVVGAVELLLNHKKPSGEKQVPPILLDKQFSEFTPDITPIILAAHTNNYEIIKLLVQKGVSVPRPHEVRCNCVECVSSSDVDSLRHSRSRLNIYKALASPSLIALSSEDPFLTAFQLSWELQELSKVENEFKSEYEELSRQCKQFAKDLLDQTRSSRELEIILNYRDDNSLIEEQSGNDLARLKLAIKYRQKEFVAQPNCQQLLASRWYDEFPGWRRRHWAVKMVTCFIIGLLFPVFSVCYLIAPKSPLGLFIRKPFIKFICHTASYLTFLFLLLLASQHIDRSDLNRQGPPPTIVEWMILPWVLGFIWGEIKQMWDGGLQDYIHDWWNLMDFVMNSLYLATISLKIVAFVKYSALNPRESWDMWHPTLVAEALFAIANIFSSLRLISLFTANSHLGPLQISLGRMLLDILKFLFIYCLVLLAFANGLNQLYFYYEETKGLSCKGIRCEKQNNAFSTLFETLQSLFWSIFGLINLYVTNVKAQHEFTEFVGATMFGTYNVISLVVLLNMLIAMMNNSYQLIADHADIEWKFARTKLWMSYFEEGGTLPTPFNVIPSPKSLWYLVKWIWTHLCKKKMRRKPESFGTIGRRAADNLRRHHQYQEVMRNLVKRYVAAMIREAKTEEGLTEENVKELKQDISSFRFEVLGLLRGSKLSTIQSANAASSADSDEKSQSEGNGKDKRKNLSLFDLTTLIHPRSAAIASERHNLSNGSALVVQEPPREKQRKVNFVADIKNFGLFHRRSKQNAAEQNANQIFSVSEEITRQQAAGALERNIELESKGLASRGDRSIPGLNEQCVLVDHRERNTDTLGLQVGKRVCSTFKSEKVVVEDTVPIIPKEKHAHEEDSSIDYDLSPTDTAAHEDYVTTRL
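Material: HEK293 cells with stable TRPC4beta plus mu-opioid receptor expression / Probe or stimulus: DAMGO in two steps, submaximal then maximal / Compound: single concentration per test compound / Technique: kinetic Fluo4 fluorescence imaging of calcium influx / Read-out: per-well B score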
SKKanGAS inh – S. pyogenes SKKanGAS growth inhibitors in kanamycin, primary screen, streptokinase expression inhibitor project, SKKanGAS strain, BacTiter-Glo luminescence. 6 h. inhibition, % at 7.5 µM. 300,000 tested, 1.3% active;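 active = mean replicate score, as percent of positive control median, at least 50; inconclusive = mean below 50 but one replicate at or above 50; inactive = mean and every replicate below 50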;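 also: strain carries kanamycin resistance gene driven by streptokinase promoter and grows in 40 µg/ml kanamycin; loss of luminescence reflects streptokinase promoter inhibition or plain growth inhibition; 0% = median of DMSO wells and 100% = positive control at its reference dose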
TRPC6 act – mouse TRPC6 channel activators, primary screen, cell-based, HEK293, membrane potential dye; 310,000 tested, 0.13% active; B-score at 10 µM; HEK293-TRPC6 membrane potential dye fluorescence; active compounds read high; Short transient receptor potential channel 6 (Mus musculus), Q61143;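 active = B-score of the integrated fluorescence ratio above library mean plus 3 SD, and starting fluorescence ratio within library mean plus 5 SD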;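 also: higher score means more depolarization so channel activation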
Numbers without * were called inactive; i = inactive; ? = inconclusive; nt = no result given.

Values run as follows: TRPC6 inh	Platelet DG rel	MrgX1 antag	RGS4 pot	HIF activator	RGS4 inh	MrgX1 allo act	MrgX1 agonist	TRPC4 inh	SKKanGAS inh	TRPC6 act
- COc1ccc(N/C(=C/[N+](=O)[O-])SC)cc1
  i	4	i	i	0.1	i	i	i	i	5	i
- CCC(=O)N/C(=N/c1nc(C)cc(C)n1)Nc1ccc(OC)cc1
  i	5	i	i	0.5	i	i	i	i	10	i
- Cc1nn(-c2ccccc2)c2[nH]c(=O)c(CNCC3CCCO3)cc12 (centres undefined)
  i	0	i	i	0.0	i	i	i	i	2	i
- COc1ccc(C2CC(=O)c3cnc(NC(=O)c4ccccc4OC)nc3C2)c(OC)c1 (centres undefined)
  i	4	i	i	-0.1	i	i	i	i	25	i
- COc1ccccc1NC(=O)COc1ccc(/C=N/NS(=O)(=O)c2ccc(C)cc2)cc1
  i	-2	i	i	-0.4	i	i	i	i	21	i
- NC(=O)[C@H]1CC2(CC(c3cccc(NC(=O)[C@H]4CCC(=O)N4)c3)=NO2)CN1C(=O)c1ccccc1 (some centres undefined)
  i	2	i	i	-0.5	i	i	i	i	7	i
- CCCC(=O)Nc1cccc(-c2cn3cccnc3n2)c1
  i	-4	i	i	-0.6	i	i	i	i	-3	i
- O=C1CCCC(O)=C1N=Nc1c(Cl)cc(Cl)cc1Cl
  i	-8	i	i	-0.8	i	i	i	i	-3	i
- Cn1c(=O)c(C(=O)N2CCc3ccccc32)cc2cccnc21
  i	14	i	i	-0.6	i	i	i	i	-2	i
- Cc1ccc(C=NCc2ccncc2)c(O)c1
  i	2	i	i	-0.2	i	i	i	i	1	i

(list continues)
Values run as follows: TRPC6 inh	Platelet DG rel	MrgX1 antag	RGS4 pot	HIF activator	RGS4 inh	MrgX1 allo act	MrgX1 agonist	TRPC4 inh	SKKanGAS inh	TRPC6 act
- Cc1ccc(Sc2cc(C)nc(-c3ccccn3)n2)cc1
  i	-8	i	i	1.7	i	i	31*	i	85*	i
- O=C(/C=C/c1ccccc1)NCCc1ccc2c(c1)OCCO2
  i	-17	i	i	0.6	i	i	i	i	-5	i
- CCOc1ccc(CCNC(=O)CS(=O)Cc2nc(-c3ccc(C)cc3)oc2C)cc1OCC (centres undefined)
  i	4	i	i	0.0	i	i	i	i	3	i
- COc1ccc(-c2coc3cc4oc(=O)cc(C)c4cc23)cc1F
  i	5	i	i	-0.2	i	i	i	i	-14	i
- CC1=NN(C(=O)c2ccc(Cn3nc(C)c([N+](=O)[O-])c3C)o2)C(O)(C(F)(F)F)C1 (centres undefined)
  i	4	i	i	0.0	i	i	i	i	-5	i
- Cc1ccc(-n2nc3ccc(NC(=O)c4ccc5c(c4)OCO5)cc3n2)cc1
  i	2	i	i	-0.2	i	i	i	nt	4	i
- CC(NC(=O)c1ccccc1Cl)C1CC2CCC1C2 (centres undefined)
  i	1	i	i	0.1	i	i	i	i	-1	i
- CCN1CCSc2ccc(C(=O)NCc3ccccc3Br)cc21
  i	4	i	i	0.4	i	i	i	i	-2	i
- COC(=O)CSc1nnc(-c2ccncc2)o1
  i	-6	i	i	0.0	i	i	i	i	2	i
- COc1ccc(C(c2nnnn2Cc2ccccc2)N2CCN(c3ccccc3)CC2)cc1 (centres undefined)
  i	-17	i	i	-0.6	i	i	i	i	-8	i

(cont.)
Values run as follows: TRPC6 inh	Platelet DG rel	MrgX1 antag	RGS4 pot	HIF activator	RGS4 inh	MrgX1 allo act	MrgX1 agonist	TRPC4 inh	SKKanGAS inh	TRPC6 act
- Cc1cc(-c2c(C)[nH]n(-c3ccc(Cl)cc3)c2=O)n[nH]1
  i	3	i	i	-0.4	i	i	i	i	?	i
- Cc1oc(-c2ccc(Cl)cc2)nc1CN1CCCC(C(=O)N2CCOCC2)C1 (centres undefined)
  i	0	i	i	-0.2	i	i	i	i	-3	i
- O=C(CNc1cccc2ccccc12)N/N=C/C=C/c1ccco1
  i	4	i	i	-0.7	i	i	i	i	10	i
- Cc1scc(C(=O)O)c1-c1c(C(=O)O)csc1C
  i	-3	i	i	0.1	i	i	i	i	18	i
- CC(C)C(C(=O)N1CCN(Cc2ccccc2)CC1)c1ccccc1 (centres undefined)
  i	0	i	i	1.1	i	i	i	i	1	i
- CC(=O)Nc1ccc(S(=O)(=O)N(C)CC(=O)OC(C)C(=O)N(C)Cc2ccccc2)cc1 (centres undefined)
  i	-18	i	i	-0.2	i	i	i	i	-4	i
- CC1(c2ccc(Cl)cc2)NC(=O)N(CC(=O)NCc2ccc(F)cc2)C1=O (centres undefined)
  i	-4	i	i	-0.1	i	i	i	i	-1	i
- C/C=C/C(=O)Nc1nnc(C2CCCCC2)s1
  i	-39	i	i	0.7	i	i	i	i	1	i
- CCC1CCCCN1CCCNC(=O)CCC(=O)N1CC(C)Oc2ccccc21 (centres undefined)
  i	-9	i	i	0.0	i	i	i	i	7	i
- COc1ccc(NC(=O)CSc2nnc(-c3ccccn3)n2-c2ccccc2)cc1OC
  i	6	i	i	-0.1	i	i	i	i	0	i

New compounds follow.
Values run as follows: TRPC6 inh	Platelet DG rel	MrgX1 antag	RGS4 pot	HIF activator	RGS4 inh	MrgX1 allo act	MrgX1 agonist	TRPC4 inh	SKKanGAS inh	TRPC6 act
- O=C(c1c(F)c(F)c(F)c(F)c1F)N(Cc1ccccc1)Cc1ccccc1
  i	0	i	i	-0.9	i	i	i	i	25	i
- c1ccc(Nc2ncnc3sccc23)cc1
  i	8	i	i	0.8	i	i	i	i	1	i
- c1ccc2cc(OCCOCCOc3ccc4ccccc4c3)ccc2c1
  i	12	i	i	-0.1	i	13*	i	i	13	i
- O=C(O)/C=C/C(=O)Nc1nccs1
  i	-1	i	i	-0.6	i	i	i	i	7	i
- N#CCSCC(=O)Nc1ccc(Cl)cc1
  i	3	i	i	0.6	i	i	i	i	-2	i
- O=C(NC(=S)Nc1ccccn1)c1cc(-c2ccccc2)nc2ccccc12
  i	5	i	i	184*	i	i	i	i	11	i
- Cc1ccc(-n2c(C)cc(C(=O)CSc3nnc4ccccn34)c2C)cc1
  i	-1	i	i	1.0	i	i	i	i	-8	i
- CN(CCC1CCOCC1)C(=O)CC1C(=O)NCCN1Cc1ccccc1F (centres undefined)
  i	1	i	i	-0.4	i	i	i	i	-3	i
- COc1ccc(/C=C(\NC(=O)c2ccccc2)C(=O)N/N=C/c2cccnc2)cc1
  i	-4	i	i	0.2	i	i	i	i	-1	i
- CC(C)n1cc(CN2CCN(C)C(CCO)C2)c2ccccc21 (centres undefined)
  i	18	i	i	0.5	i	i	i	i	0	i

More compounds.
Values run as follows: TRPC6 inh	Platelet DG rel	MrgX1 antag	RGS4 pot	HIF activator	RGS4 inh	MrgX1 allo act	MrgX1 agonist	TRPC4 inh	SKKanGAS inh	TRPC6 act
- Cc1cc(=O)c2c(C)ccc(C)c2[nH]1
  i	1	i	i	-0.9	i	i	i	i	-5	i
- O=C(NNC(=S)NC1CCCCC1)c1ccc2c(c1)OCO2
  i	-6	i	i	2.2	i	i	i	i	-8	i
- CN=c1scc(C)n1/N=C/c1cc(Br)c(O)c(OC)c1
  i	7	i	i	-0.6	i	i	i	i	11	i
- O=C(CN1CC(=O)Nc2ccccc21)Nc1ccc(F)c(F)c1
  i	-8	i	i	2.6	i	i	i	i	-1	i
- Cc1ccccc1N(Cc1cc(=O)[nH]c2ccccc12)C(=O)CCl
  i	-3	i	i	-7.9	i	i	i	i	1	i
- CCC(=O)Nc1ccc(C(=O)OCC(=O)c2cccs2)cc1
  i	-4	i	i	3.5	i	i	i	i	4	i
- CCOC(=O)CNC(=O)CSc1nc(-c2ccc(C)cc2)ns1
  i	17	i	i	0.3	i	i	i	i	-9	i
- Cc1ccc(NC(=O)COC(=O)COc2ccc(Cl)cc2)c([N+](=O)[O-])c1
  i	-8	i	i	-0.2	i	i	i	i	-2	i
- CC1CCN(c2nc(-c3ccccc3O)nc3ccccc23)CC1
  i	2	i	i	-0.3	i	i	i	i	-2	i
- CCOC(=O)N1CCC(N2CCN(Cc3ccccc3)C(CCO)C2)CC1 (centres undefined)
  i	0	i	i	0.0	i	i	i	i	16	i

Additional structures:
Values run as follows: TRPC6 inh	Platelet DG rel	MrgX1 antag	RGS4 pot	HIF activator	RGS4 inh	MrgX1 allo act	MrgX1 agonist	TRPC4 inh	SKKanGAS inh	TRPC6 act
- O=C(NC(Cc1ccccc1)C(=O)O)/C(=C\c1ccccc1)NC(=O)c1ccco1 (centres undefined)
  i	3	i	i	-0.5	i	i	i	i	-1	i
- O=C(Cc1ccsc1)NNC(=O)c1cccc(Cl)c1
  i	-5	i	i	-0.5	i	i	i	i	15	i
- CC(=O)c1c(O)cc(=O)n(-c2ccccc2)c1-c1ccc(Cl)cc1
  i	15	i	i	-0.8	i	i	i	i	6	i
- C=CCn1c(Cc2csc(N)n2)nnc1SCc1ccc(C(=O)OC)cc1
  i	16	i	i	0.4	i	i	i	i	7	i
- O=C(N/N=C/c1cccnc1)C(=O)N1CCCCCC1
  i	9	i	i	0.0	i	i	i	i	10	i
- CC(C)(C)OC(=O)CNC(=O)c1nc[nH]c1C(=O)NCc1ccc(CNC(=O)OC(C)(C)C)cc1
  i	-2	i	i	-2.0	i	i	i	i	3	i
- CCN1CCN(C(c2cccs2)C(C)NC(=S)Nc2cccc(C)c2C)CC1 (centres undefined)
  i	17	i	i	-0.1	i	i	i	i	-1	i
- O=C(CN1C(=O)CC(c2ccco2)Sc2ccccc21)NCC1CCCO1 (centres undefined)
  i	-8	i	i	-0.1	i	i	i	i	-24	i
